TcdB GH inh: TcdB glycohydrolase inhibition | P18177 | TcdB glycohydrolase enzymatic assay, plate reader | inhibition, % at 9.99 µM | 0.24% of 350,000 active; in the data active = inhibition above about 10%
3CLpro inhibitor: SARS-CoV 3CLpro protease inhibition; recombinant SARS-CoV 3CLpro, quenched FRET peptide cleavage; 0.14% of 290,000 active; inhibition, % at 6 µM; P0C6X7; in the data active = inhibition above about 12%
BoNT A protease: blocks Botulinum neurotoxin A light chain protease; 0.17% of 360,000 active; AID 588499; inhibition, % at 10 µM; multiplex microsphere protease substrate cleavage, flow cytometry; note: plate controls were buffer without enzyme for full effect and enzyme alone for no effect
Anthrax LF inh2: blocks Bacillus anthracis lethal factor protease; inhibition, % at 10 µM; AID 588501; 0.12% of 360,000 active; P15917; multiplex microsphere protease cleavage assay, LF; note: plate controls were buffer without enzyme for full effect and enzyme alone for no effect
Target sequence (P15917 whole entry, looked up): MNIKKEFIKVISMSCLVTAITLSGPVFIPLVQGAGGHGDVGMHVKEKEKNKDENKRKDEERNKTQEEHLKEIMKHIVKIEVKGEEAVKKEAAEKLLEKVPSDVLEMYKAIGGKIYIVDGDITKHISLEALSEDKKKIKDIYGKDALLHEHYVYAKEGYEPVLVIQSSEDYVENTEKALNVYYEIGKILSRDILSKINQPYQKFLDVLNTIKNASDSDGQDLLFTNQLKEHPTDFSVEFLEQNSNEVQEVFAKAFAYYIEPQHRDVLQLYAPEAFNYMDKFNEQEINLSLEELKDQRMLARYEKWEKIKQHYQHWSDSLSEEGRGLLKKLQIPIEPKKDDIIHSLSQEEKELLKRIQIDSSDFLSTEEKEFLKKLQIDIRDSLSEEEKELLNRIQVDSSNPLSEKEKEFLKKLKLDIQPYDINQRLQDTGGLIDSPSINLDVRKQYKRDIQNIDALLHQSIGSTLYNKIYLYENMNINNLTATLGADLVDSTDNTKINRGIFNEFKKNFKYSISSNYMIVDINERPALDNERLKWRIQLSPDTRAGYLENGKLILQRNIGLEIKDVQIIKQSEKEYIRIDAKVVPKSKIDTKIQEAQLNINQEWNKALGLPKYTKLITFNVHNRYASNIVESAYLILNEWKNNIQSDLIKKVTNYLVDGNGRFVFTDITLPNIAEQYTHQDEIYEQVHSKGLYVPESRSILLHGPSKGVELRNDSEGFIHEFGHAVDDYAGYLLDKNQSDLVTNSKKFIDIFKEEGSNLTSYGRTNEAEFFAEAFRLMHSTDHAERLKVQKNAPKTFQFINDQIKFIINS
VHR inh abs: blocks human VHR1 dual specificity phosphatase. AID 1654. inhibition, % at 13.3 µM. recombinant VHR phosphatase, pNPP absorbance. 0.52% of 290,000 active; in the data active = inhibition above about 50%; note: some compounds called inactive have numbers as strong as hits
BH1578 lux ind: induces V. cholerae light production without autoinducers. V. cholerae BH1578 lux reporter, luminescence, 6 h. AID 588436. activation, % at 18.7 µM. 0.16% of 350,000 active; in the data active = activation mostly above about 9.7%, no sharp cut-off; inconclusive = no clear call, values can overlap the other calls; inactive = mostly below about 3.7%; note: not every result past the cut was called active; inactives centre near 0; reference of the scale not given here
PfHsp40 yeast: rescue of PfHsp40-mediated yeast toxicity; S. cerevisiae expressing PfHsp40, growth rescue, ATP luminescence; growth rescue, % at 12.5 µM; 0.68% of 340,000 active; AID 504582; in the data active = growth rescue above about 28%, passing the limit was not always enough; inconclusive = no clear call, values can overlap the other calls;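 note: yeast W303a lacking pdr1 and pdr3 grown in galactose medium; growth measured after three days at 30 °C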
Y pestis TopoI: Y. pestis Topo-I inhibition via cleavage products | AID 504884 | activity, % at 10 µM | 0.064% of 360,000 active | Y. pestis Topo-I cleavage product accumulation, plate reader; in the data active = activity above about 50%, passing the limit was not always enough; inconclusive = no clear call, values can overlap the other calls; note: inactives centre near 2
CCHFV vOTU inh: blocks the CCHF virus ovarian tumor domain protease; AID 651958; inhibition, % at 11.5 µM; CCHFV vOTU protease, Pep-AMC fluorescence; 0.55% of 370,000 active; in the data active = inhibition above about 30%; note: 0% = vehicle wells with enzyme and 100% = no enzyme wells
PriA SSB inh: inhibitors of Klebsiella pneumoniae PriA binding to SSB C-terminal tail. AlphaScreen SSBct-PriA binding, biotinylated peptide. inhibition, % at 33 µM. 0.6% of 430,000 active. AID 1272365; in the data active = inhibition mostly above about 37%, no sharp cut-off; inactive = mostly below about 20%;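 note: plate controls were negative control peptide for no effect and reference peptide for full effect; strong numbers were not always called active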
* hit, by the source's call; i = inactive; ? = inconclusive; nt = not tested or not shown; & = joins results of further samples. Cut-off read from the data, not from the text of the source, unless noted: active = inhibition above about 30%; inconclusive = no clear call, values can overlap the other calls; inactive = below that.

Sequence of screens: TcdB GH inh | 3CLpro inhibitor | BoNT A protease | Anthrax LF inh2 | VHR inh abs | BH1578 lux ind | PfHsp40 yeast | Y pestis TopoI | CCHFV vOTU inh | PriA SSB inh
> CCc1ccc(OCCNc2cc(N3CCNC(C)C3)ccc2[N+](=O)[O-])cc1 (stereo unspecified)
  3.4 | nt | 0.7 | -6 | nt | i | 0.2 | -21 | 13 | 32
> Cc1ccccc1-n1c(-c2ccc(Cl)cc2)cnc1SCC(=O)NC1CCS(=O)(=O)C1 (stereo unspecified)
  nt | 7 | 0.2 | -1 | -7 | -0.2 | -0.3 | 34 | 8 | 37
> Cc1nnc(NC(=O)CSc2ccc(-c3cccnc3)nn2)s1
  0.3 | 1 | 0.3 | -2 | -17 | 0.5 | 3.0 | 5 | -6 | -18&5&-13
> Cc1nc(-c2ccncc2)nc(NCCNc2ccc(C(F)(F)F)cn2)c1Cl
  -0.3 | 2 | -1.0 | -5 | 8 | -0.5 | -0.6 | 4 | -6 | -7
> Cc1ccc(NC(=O)CCN2CCN(C)CC2)cc1
  0.6 | 7 | -1.4 | -1 | -8 | -0.4 | -0.5 | -1 | -13 | 0
> CN(C)C(=S)N=c1ssc(=S)n1Cc1ccco1
  0.6 | nt | 0.5 | -5 | nt | i | -1.5 | -8 | -7 | -21
> Cn1nc(C(=O)OCC(=O)c2ccc(Br)cc2)c2ccccc2c1=O
  1.1 | nt | 1.2 | -7 | nt | -3.3 | -0.3 | -1 | -5 | -12
> Cc1cc(-c2ccccc2)nc2c(Br)c(=O)[nH]n12
  1.5 | 2 | -0.7 | -7 | 1 | i | 1.8 | -4 | -8 | -12
> O=C(Nc1cccc(S(=O)(=O)N2CCCCC2)c1)c1ccc2ccccc2n1
  nt | 3 | 1.6 | 3 | 7 | -0.9 | 0.4 | 24 | -3 | -2
> C[C@@H]1CN([C@H](C)CO)C(=O)CCCn2cc(nn2)CO[C@H]1CN(C)S(=O)(=O)c1cccc(C#N)c1
  0.2 | nt | -0.3 | -6 | nt | -4.5 | nt | -2 | -11 | nt
> CCOc1ccc(N(CC(=O)Nc2ccccc2F)S(=O)(=O)c2c(C)[nH]c(=O)[nH]c2=O)cc1
  -0.3 | 4 | -2.2 | -3 | -41 | 11 | 0.1 | 14 | 10 | 1
> COc1ccc(S(=O)(=O)Nc2c(C)n(C)n(-c3ccccc3)c2=O)cc1Br
  0.9 | -4 | -2.2 | -10 | 3 | -0.5 | nt | -4 | 9 | -8
> CCOc1ccc(NC(=O)N(CCN(C)C)C(C)c2ccncc2)cc1 (stereo unspecified)
  1.0 | -5 | -1.1 | -8 | 21 | -0.3 | -0.6 | -5 | 0 | -1
> CS(=O)(=O)c1ccc2nc(NC(NC(=O)c3ccco3)(C(F)(F)F)C(F)(F)F)sc2c1
  nt | -5 | -0.8 | -2 | -5 | -0.2 | -0.7 | 5 | -6 | -7
> COc1ccccc1OCCC(=O)OCC(=O)NC(=O)NC(C)(C)C
  nt | 2 | 0.6 | 2 | 2 | 4.8 | 0.8 | 2 | 0 | -19
> CC(=O)c1c(C)[nH]c(C(=O)Nc2ccc(Cl)cc2F)c1C
  0.9 | 2 | -1.2 | -4 | 21 | -0.2 | -1.5 | 0 | -2 | -9
> O=C(NCc1ccc(F)cc1)c1cccc2c1C(=O)N(Cc1cccnc1)C2
  0.0 | -2 | -0.7 | -1 | 12 | i | 0.1 | -3 | 7 | 2
> Cc1c(NC(=S)N/N=C/C=C/c2ccc([N+](=O)[O-])cc2)c(=O)n(-c2ccccc2)n1C
  0.9 | 0 | 3.7 | 4 | 15 | -0.2 | -1.3 | -3 | 14 | nt
> COCCC(=O)N1CCC(Oc2ccc(C(=O)NC3CCCCC3)cc2)CC1
  -1.8 | -2 | -3.9 | -10 | 5 | -2.3 | 0.8 | -9 | -14 | -10
> CCN(CC)CCCNC(=O)c1cc2c(-c3cccc(OC)c3)nn(C)c2s1
  1.2 | -11 | -3.1 | -15 | 16 | -0.6 | -2.6 | -10 | -16 | -26
> COc1ccc(-c2nnnn2C)cc1S(=O)(=O)NCCc1ccccc1
  nt | -2 | ? | 2 | 0 | -0.3 | 1.8 | -4 | -3 | -16
> CCCOc1nc(N)c(C#N)c(-c2ccccc2F)c1C#N
  nt | -2 | 0.9 | 2 | -5 | 0.0 | 0.7 | -3 | 7 | 2
> CCOc1ccc(NC(=O)c2cccc(S(=O)(=O)NCc3cccnc3)c2)cc1
  1.4 | nt | -0.4 | -6 | nt | -5.6 | nt | -9 | -1 | nt
> CCCCn1c(N)c(N(CC(C)C)C(=O)CC2OC(=O)c3ccccc32)c(=O)[nH]c1=O (stereo unspecified)
  1.7 | nt | -4.2 | -1 | nt | i | -0.8 | 3 | -19 | 8
> Cc1[nH]c2ccccc2c1CCO
  nt | -4 | -1.4 | -5 | 9 | -0.7 | 0.5 | -9 | -3 | -7
> C[C@H]1CN([C@@H](C)CO)S(=O)(=O)c2ccc(Br)cc2O[C@H]1CN(C)C(=O)c1cnccn1
  0.4&-0.8&-0.3 | nt | -0.6 | -3 | nt | -0.1 | nt | -1 | 15 | nt
> CCCCCN(C(=O)NC(=O)Nc1nncs1)S(C)(=O)=O
  nt | 2 | -0.4 | -3 | 11 | -3.6 | -2.4 | 10 | -8 | -2
> COc1ccc(NS(=O)(=O)c2cccc(C(=O)NN=Cc3ccc(OC)cc3OC)c2)cc1
  0.8 | nt | -0.1 | -1 | nt | i | 0.2 | -3 | 7 | -2
> Cc1ccccc1S(=O)(=O)Nc1ncnc2ccccc12
  1.6 | -4 | -0.8 | -1 | -7 | -0.2 | -2.4 | 2 | -18 | -10
> ClCc1ncc(-c2ccc(Cl)cc2)o1
  0.7 | -1 | -2.1 | 5 | 30 | -0.1 | 0.9 | 6 | 4 | 6

Sorted by molar mass (ascending): part of the list above
Sequence of screens: TcdB GH inh | 3CLpro inhibitor | BoNT A protease | Anthrax LF inh2 | VHR inh abs | BH1578 lux ind | PfHsp40 yeast | Y pestis TopoI | CCHFV vOTU inh | PriA SSB inh
> Cc1[nH]c2ccccc2c1CCO
  nt | -4 | -1.4 | -5 | 9 | -0.7 | 0.5 | -9 | -3 | -7
> ClCc1ncc(-c2ccc(Cl)cc2)o1
  0.7 | -1 | -2.1 | 5 | 30 | -0.1 | 0.9 | 6 | 4 | 6
> CCCOc1nc(N)c(C#N)c(-c2ccccc2F)c1C#N
  nt | -2 | 0.9 | 2 | -5 | 0.0 | 0.7 | -3 | 7 | 2
> Cc1ccccc1S(=O)(=O)Nc1ncnc2ccccc12
  1.6 | -4 | -0.8 | -1 | -7 | -0.2 | -2.4 | 2 | -18 | -10
> COc1ccc(-c2nnnn2C)cc1S(=O)(=O)NCCc1ccccc1
  nt | -2 | ? | 2 | 0 | -0.3 | 1.8 | -4 | -3 | -16
> O=C(NCc1ccc(F)cc1)c1cccc2c1C(=O)N(Cc1cccnc1)C2
  0.0 | -2 | -0.7 | -1 | 12 | i | 0.1 | -3 | 7 | 2
> COCCC(=O)N1CCC(Oc2ccc(C(=O)NC3CCCCC3)cc2)CC1
  -1.8 | -2 | -3.9 | -10 | 5 | -2.3 | 0.8 | -9 | -14 | -10
> CCN(CC)CCCNC(=O)c1cc2c(-c3cccc(OC)c3)nn(C)c2s1
  1.2 | -11 | -3.1 | -15 | 16 | -0.6 | -2.6 | -10 | -16 | -26
> Cc1c(NC(=S)N/N=C/C=C/c2ccc([N+](=O)[O-])cc2)c(=O)n(-c2ccccc2)n1C
  0.9 | 0 | 3.7 | 4 | 15 | -0.2 | -1.3 | -3 | 14 | nt
> COc1ccc(NS(=O)(=O)c2cccc(C(=O)NN=Cc3ccc(OC)cc3OC)c2)cc1
  0.8 | nt | -0.1 | -1 | nt | i | 0.2 | -3 | 7 | -2
> C[C@H]1CN([C@@H](C)CO)S(=O)(=O)c2ccc(Br)cc2O[C@H]1CN(C)C(=O)c1cnccn1
  0.4&-0.8&-0.3 | nt | -0.6 | -3 | nt | -0.1 | nt | -1 | 15 | nt

Additional structures follow.
Sequence of screens: TcdB GH inh | 3CLpro inhibitor | BoNT A protease | Anthrax LF inh2 | VHR inh abs | BH1578 lux ind | PfHsp40 yeast | Y pestis TopoI | CCHFV vOTU inh | PriA SSB inh
> CC(=O)c1ccc(-c2ccc(C(=O)Nc3nc(C)c(C(C)=O)s3)o2)cc1
  1.8 | nt | 0.1 | -3 | nt | i | 0.4 | -4 | 12 | -6
> CC(=O)c1sc(NC(=O)CCS(=O)(=O)c2ccc(Cl)cc2)nc1C
  0.7 | nt | -0.1 | -2 | nt | i | 0.0 | 5 | -4 | -12&-11
> CCN(CC)CCNC(=O)c1ccc2c(=O)n(C3CCCC3)c(=S)[nH]c2c1
  nt | 5 | 0.1 | -1 | 21 | 7.1 | -1.3 | -16 | -2 | -6
> COc1cccc(CNC(=O)CN2c3cccc4cccc(c34)S2(=O)=O)c1
  0.8 | nt | -2.5 | -1 | nt | i | -0.9 | 2 | -13 | -6
> CC(NC(=O)Nc1ccc(Cl)cc1)c1ccc2c(c1)OCO2 (stereo unspecified)
  1.4 | 3 | -3.5 | -3 | 6 | -0.4 | -0.2 | -6 | -4 | -7

Not all compounds are listed; count on the stated rates, not on these rows.
